# From PubChem
# AHR act: activates the human aryl hydrocarbon receptor; activation, % at 5 µM; AHR-responsive luciferase reporter cells, luminescence; AID 2796; hit rate 2.5% among 320,000; in the data active means activation above about 47%;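 further: 0% = vehicle wells and 100% = reference agonist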
# Target sequence (P35869 whole entry, looked up): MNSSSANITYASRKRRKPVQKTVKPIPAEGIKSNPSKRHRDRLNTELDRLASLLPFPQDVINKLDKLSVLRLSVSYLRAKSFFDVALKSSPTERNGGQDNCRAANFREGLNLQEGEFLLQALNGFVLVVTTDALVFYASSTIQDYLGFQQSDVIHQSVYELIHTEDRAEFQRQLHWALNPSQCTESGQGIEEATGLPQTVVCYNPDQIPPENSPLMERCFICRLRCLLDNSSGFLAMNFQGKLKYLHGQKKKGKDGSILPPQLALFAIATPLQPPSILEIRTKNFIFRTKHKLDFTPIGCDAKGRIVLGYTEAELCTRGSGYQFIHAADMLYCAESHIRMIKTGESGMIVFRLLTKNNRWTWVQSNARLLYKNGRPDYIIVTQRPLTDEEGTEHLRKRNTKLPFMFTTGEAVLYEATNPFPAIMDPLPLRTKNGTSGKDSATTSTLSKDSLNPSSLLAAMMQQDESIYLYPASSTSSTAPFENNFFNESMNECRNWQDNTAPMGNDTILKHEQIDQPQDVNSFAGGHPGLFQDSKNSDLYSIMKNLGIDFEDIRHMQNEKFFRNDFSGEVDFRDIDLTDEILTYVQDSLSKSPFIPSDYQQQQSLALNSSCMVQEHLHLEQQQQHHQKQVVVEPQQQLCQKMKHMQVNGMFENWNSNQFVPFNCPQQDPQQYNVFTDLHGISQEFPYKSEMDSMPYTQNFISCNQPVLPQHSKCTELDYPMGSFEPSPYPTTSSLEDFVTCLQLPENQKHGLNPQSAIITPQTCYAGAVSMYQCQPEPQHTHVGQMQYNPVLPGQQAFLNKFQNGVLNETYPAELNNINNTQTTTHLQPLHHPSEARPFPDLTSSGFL
# LAP4 TOR yeast: modulators of TOR pathway LAP4-GFP in S. cerevisiae | S. cerevisiae LAP4-GFP multiplex, flow cytometry GFP, 3 h; median GFP as percent of DMSO wells | GFP response vs DMSO, % at 10 µM | hit rate 0.34% among 320,000 | AID 2023;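 active means GFP response vs DMSO above a set limit, about the screen mean plus 3 SD, cut at about 150% in these data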
# procasp7 counter: counter-screen for procaspase-3 activators: activators of human procaspase-7. P55210. recombinant procaspase-7, Ac-DEVD-pNA absorbance 405 nm; D23A/D198A/D206A triple mutant, cannot self-cleave; scale: DMSO 0, 5 µM enzyme 100. activation, % at 8.5 µM. hit rate 0.093% among 330,000. AID 463210;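 active means percent activation above the screen-wide mean plus 3 SD, cut at about 25% in these data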
#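 System: Uncleavable procaspase-7 mutant enzyme; Amount: 2 µM procaspase-7 mutant as dispensed; Schedule: 1 h compound preincubation, 2 h substrate cleavage, 25 °C; Measured by: 405 nm absorbance of p-nitroaniline; Evaluation: percent activation from buffer-corrected 0–120 min absorbance change; Control set: low DMSO alone, high DMSO plus 5 µM PC-7.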
# JMJD2C inh: blocks human GASC-1 demethylase activity | inhibition, % at 2.35 µM | GST-JMJD2C(1-420) H3K9me3 demethylation, DELFIA europium | hit rate 0.069% among 330,000;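 active means more than half of a compound's replicate wells show inhibition beyond 50%, single wells judged on their own value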;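 further: signal counts dimethyl H3K9 product captured on neutravidin plate; 0% = median of DMSO wells and 100% = 0.3 times that DMSO median; strong numbers were not always called active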
# MEP2 TOR yeast: yeast TOR pathway MEP2-GFP modulation; S. cerevisiae MEP2-GFP strain, flow cytometry GFP, 3 h; 100% = DMSO control level; GFP response vs DMSO, % at 10 µM; hit rate 0.51% among 330,000; AID 2016;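 active means GFP response versus DMSO above a set limit, roughly screen mean plus 3 SD, cut at about 180% in these data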;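 further: median GFP fluorescence of the barcode-gated MEP2-GFP cells per well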
# procasp3 activ: activators of human procaspase-3 | activation, % at 8.5 µM | hit rate 0.11% among 330,000 | recombinant procaspase-3 D3A, Ac-DEVD-pNA absorbance 405 nm | P42574;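 active means activation above the mean of all tested compounds plus 3 SD, cut at about 21% in these data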;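 further: 0% = DMSO alone and 100% = DMSO wells spiked with extra 5 µM PC-3 D3A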
# Target sequence (P42574 whole entry D9A/D28A/D175A): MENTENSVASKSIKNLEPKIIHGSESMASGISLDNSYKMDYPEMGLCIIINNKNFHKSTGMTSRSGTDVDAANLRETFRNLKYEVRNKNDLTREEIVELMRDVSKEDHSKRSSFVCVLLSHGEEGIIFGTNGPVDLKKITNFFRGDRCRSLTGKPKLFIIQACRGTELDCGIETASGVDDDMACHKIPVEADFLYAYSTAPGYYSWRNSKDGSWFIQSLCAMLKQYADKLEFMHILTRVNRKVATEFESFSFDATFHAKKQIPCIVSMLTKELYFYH
#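 Test system: Procaspase-3 D3A mutant, all three cleavage aspartates alanine | Dosing: Single dose, 8.5 µM nominal compound, 0.8% DMSO | Schedule: 1 h preincubation, 2 h reaction | Technique: 405 nm absorbance of p-nitroaniline, reads at 0 and 120 min | Repeats: One well per compound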
# Yeast superoxide: lowers age-related superoxide in aged yeast cells | hit rate 0.18% among 330,000 | superoxide response (% of plate mean), % at 10 µM | S. cerevisiae aged cells, superoxide DHE fluorescence; active compounds read low;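 active means superoxide response under a set limit, about three screen SD below normal, cut at about 65% in these data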;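 further: yeast aged for seven days with compound at 30 °C before DHE staining; 100% = average MFI of all compound-treated wells on the plate with controls excluded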
# RPL19A-GFP yeast: yeast TOR pathway RPL19A-GFP modulation | S. cerevisiae RPL19A-GFP strain, flow cytometry, 3 h; active compounds read low | percent response vs DMSO, % at 10 µM | hit rate 0.3% among 330,000;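 active means percent response vs DMSO below 50%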;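 further: median channel GFP fluorescence of the barcoded RPL19A-GFP strain; ratio of sample median GFP to plate DMSO average so 100% = DMSO; lower means less RPL19A-GFP as with rapamycin TOR inhibition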
# * marks the source's active call; other numbers are inactive results; . = not tested or not shown; & = joins results of further samples; [ ] = dose if it differs, or a comment.
# Labels used below – A = AHR act; B = LAP4 TOR yeast; C = procasp7 counter; D = JMJD2C inh; E = MEP2 TOR yeast; F = procasp3 activ; G = Yeast superoxide; H = RPL19A-GFP yeast
Cc1ccc(CC(=O)OCC(=O)NC2CCCC(C)C2C)cc1C (stereo unspecified)
  A: 1	B: 100	C: 2	D: 5	E: 95	F: 1	G: 103	H: 101

CCCCN(CCCC)C(=O)c1cc2ccccc2c(=O)o1
  A: 0	B: 95	C: -2	D: -7	E: 92	F: 11	G: 91	H: 95

CCn1c(-c2nonc2NC(=O)c2ccccc2)nc2ccccc21
  A: 15	B: 93	C: -7	D: -9	E: 96	F: 2	G: 145	H: 95

Cc1ccccc1NC(=O)c1ccccc1
  A: -6	B: 96	C: -1	D: -1	E: 105	F: 6	G: 79	H: 101

CC(C)(CN1CCCC1)NS(=O)(=O)c1ccccc1
  A: 3	B: 87	C: 8	D: 31	E: 97	F: -2	G: 90	H: 97

CC(C#Cc1ccc2c(c1)COc1c3ccccc3nn1-2)OC(C)(C)C (stereo unspecified)
  A: -2	B: .	C: -5	D: 6	E: .	F: -4	G: .	H: .

Cc1ccc(C(C(=O)Nc2ccc3c(c2)OCO3)N(C)C(=O)Cc2c[nH]c3ccccc23)cc1 (stereo unspecified)
  A: 14	B: 104	C: -8	D: -3	E: 110	F: -2	G: 92	H: 102

Cc1cc(C)cc(N2CC(C(=O)O)CC2=O)c1 (stereo unspecified)
  A: 2	B: 106	C: -11	D: 2	E: 101	F: 2	G: 108	H: 103

O=C(Nc1ccsc1C(=O)O)c1ccc(Cl)cc1
  A: 36	B: 92	C: -2	D: -4	E: 98	F: -5	G: 143	H: 103

O=C(COC(=O)c1cccc(S(=O)(=O)N2CCCCCC2)c1)Nc1ccccc1C(F)(F)F
  A: 0	B: 103	C: -8	D: 1	E: 95	F: -2	G: 92	H: 95

O=C(CCC1CCCC1)NNC(=O)COc1ccc(Br)cc1
  A: 0	B: 93	C: 5	D: 5	E: 99	F: 2	G: 115	H: 99

COc1ccc(NC(=O)CN(CC(=O)Nc2ccc(OC)cc2)C(C)(C)CO)cc1
  A: 3	B: 98	C: 14	D: -2	E: 112	F: 11	G: 81	H: 104

Clc1ccc(CNC2CCCC2)cc1
  A: 0	B: 98	C: 9	D: -3	E: 99	F: -5	G: 92	H: 98

CCO[C@H]1OC(C(=O)N2CCN(Cc3ccc4c(c3)OCO4)CC2)=C[C@@H](C2CC2)[C@@H]1CCCO
  A: 0	B: 100	C: -4	D: -22	E: 94	F: 4	G: 112	H: 105

Cn1c(Cl)nc2c1c(=O)n(Cc1cccc(Br)c1)c(=O)n2C
  A: 2	B: 113	C: -2	D: 4	E: 99	F: 5	G: 112	H: 93

O=[N+]([O-])c1ccc(S(=O)(=O)CC(CN2CCCCC2)N2CCCCC2)cc1 (stereo unspecified)
  A: -1	B: 128	C: -9	D: -3	E: 78	F: -6	G: 112	H: 85

CCOc1ccc2nc(NC(=O)CN3CCN(CC)CC3)sc2c1
  A: .	B: 100	C: .	D: 30	E: 108	F: .	G: 100	H: 105

O=C(CSc1nncs1)Nc1ccc2[nH]c(=O)[nH]c2c1
  A: 4	B: 104	C: -3	D: -7	E: 100	F: 13	G: 108	H: 96

COc1cc(/C=C(/C#N)c2ccc(F)cc2)ccc1OCc1ccc(C(=O)O)o1
  A: 3	B: 103	C: 15	D: 11	E: 100	F: -2	G: 103	H: 100

O=C(O)CCSc1ccc2ccccc2n1
  A: 3&5	B: 112&109	C: 4&1	D: 4&-5	E: 105&105	F: 7&9	G: 96&102	H: 101&101

O=C(c1ccco1)N1CCN(C(=O)C2CCCc3c2[nH]c2ccc(Cl)cc32)CC1 (stereo unspecified)
  A: -3	B: 100	C: -7	D: 19	E: 101	F: -4	G: 103	H: 98

CCc1cc(=O)oc2c(C)c(O[C@@H]3O[C@H](CO)[C@@H](O)[C@H](O)[C@H]3O)ccc12
  A: 1	B: 102	C: 2	D: -13	E: 112	F: 10	G: 107	H: 102

Cc1c(O)ccc2c(-c3ccccc3)cc(=O)oc12
  A: 5	B: 94	C: 0	D: 16	E: 103	F: 5	G: 104	H: 101

Cc1sc2nc(CSc3n[nH]c(N)n3)[nH]c(=O)c2c1C
  A: -1	B: 97	C: 3	D: 1	E: 99	F: -3	G: 110	H: 98

COc1ccc(C(=O)C(C)OC(=O)c2nc3nccc(C)n3n2)cc1 (stereo unspecified)
  A: 0	B: 106	C: -2	D: -6	E: 101	F: 6	G: 103	H: 100

COc1ccccc1N1CCN(Cc2ccsc2)CC1
  A: -1	B: 99	C: 3	D: 16	E: 105	F: 4	G: 98	H: 105

CCC(C)Sc1cc(-c2nc3ccc(Cl)cn3c2NC2CCCCC2)ccc1OC (stereo unspecified)
  A: 5	B: 106	C: -13	D: .	E: 100	F: 3	G: 120	H: 98

CCOc1ncccc1C(=O)OCC(=O)c1cccs1
  A: -2	B: 101	C: -1	D: -1	E: 101	F: 4	G: 89	H: 100

Cc1c(C(=O)Nc2cccc([N+](=O)[O-])c2)sc2ncn(CC(=O)N3CCOCC3)c(=O)c12
  A: -2	B: 91	C: -8	D: 0	E: 101	F: 2	G: 98	H: 96

COc1cc(C(=O)NCC(=O)N2CCN(S(=O)(=O)c3ccccc3C(F)(F)F)CC2)cc(OC)c1OC
  A: -2	B: 95	C: 8	D: 4	E: 100	F: 9	G: 98	H: 100

CCCC(=O)Nc1nnc(SCC(=O)Nc2ccc3c(c2)OCO3)s1
  A: 2	B: 102	C: -5	D: 31	E: 106	F: -2	G: 88	H: 100

CC(=O)Nc1cc(C(=O)OCC(=O)c2ccccc2)ccc1C
  A: 9	B: 104	C: 11	D: 0	E: 110	F: -1	G: 102	H: 101

CCOCCCn1c(=NC(=O)c2cccnc2)c(C(=O)OCC)cc2c(=O)n3ccccc3nc21
  A: -2	B: 100[may fluoresce violet]	C: -16	D: -4	E: 196*[may fluoresce violet]	F: -14	G: 105	H: 43*[may fluoresce violet]

CC(=O)NS(=O)(=O)c1ccc(NC(=O)COc2ccc(C(=O)c3ccccc3)cc2)cc1
  A: 37	B: 85	C: -9	D: 0	E: 88	F: -2	G: 68	H: 88

FC(F)(F)COc1ccc(-c2nnc(SCc3ccccc3)o2)cn1
  A: -2	B: 109	C: 0	D: 4	E: 99	F: -4	G: 98	H: 97

CSc1ncccc1C(=O)OCC(=O)Nc1cc(C(F)(F)F)ccc1N1CCOCC1
  A: 0	B: 105	C: 1	D: -9	E: 103	F: 4	G: 113	H: 100

CCOC(=O)C1=C(CN2c3ccccc3CC2C)NC(=O)NC1c1ccccc1 (stereo unspecified)
  A: 3	B: 84	C: 4	D: -3	E: 85	F: -5	G: 97	H: 90

CC(C)CCOC(=O)C1C(c2ccccc2)C(C(=O)O)C1c1ccccc1 (stereo unspecified)
  A: 4	B: 91	C: -10	D: 23	E: 96	F: -3	G: 84	H: 91

Cc1ccc(-n2c(C)cc(/C=C3\SC(=O)NC3=O)c2C)cc1
  A: 14	B: 94	C: -3	D: 7	E: 107	F: 3	G: 103	H: 104

CCC(C)(NC(=O)c1ccccc1)C(=O)O (stereo unspecified)
  A: -3	B: 100	C: -5	D: 6	E: 108	F: 2	G: 107	H: 102

COC(=O)c1ccccc1NC(=O)C/C(C)=N/NC(=O)Cc1ccc(Cl)cc1
  A: 3	B: 95	C: -2	D: 5	E: 91	F: -3	G: 111	H: 91

CCN(CC)c1ccc(C(=O)OCC(=O)Nc2cc3oc4ccccc4c3cc2OC)cc1
  A: 18	B: 99	C: -4	D: -7	E: 105	F: 0	G: 122	H: 105

CCC1=C(OC(=O)N(CC)CC)N2C(=O)OC(=NCC(=O)OC)[C@]2(C)[C@H]2C1=CC[C@H]1C(=O)N(CC(=O)OC)C(=O)[C@H]12
  A: 2	B: 136	C: -5	D: 6	E: 95	F: 6	G: 96	H: 97

COC(=O)c1[nH]c2cccc(C)c2c1NC(=O)CN1CCN(C(=O)c2ccco2)CC1
  A: 7	B: 105	C: 12	D: 4	E: 106	F: 10	G: 90	H: 97

O=C(CN(Cc1ccc2c(c1)OCO2)C(=O)CNS(=O)(=O)c1ccccc1)NCC1CCCO1 (stereo unspecified)
  A: 1	B: 99	C: 7	D: 8	E: 94	F: 5	G: 81	H: 100

CCOC(=O)C1CCN(c2cc(C)nc3cc(-c4cccc(F)c4)nn23)CC1
  A: 6	B: 96	C: 31*	D: -5	E: 102	F: 26*	G: 84	H: 95

Cn1cnnc1SCC(=O)NNC(=O)c1ccc([N+](=O)[O-])cc1
  A: 0	B: 90	C: 10	D: -6	E: 104	F: -5	G: 122	H: 99

Cc1cc(C)nc(SCC(=O)Nc2ccc(S(=O)(=O)N3CCCCC3)cc2)n1
  A: -2	B: 95	C: -1	D: 9	E: 99	F: 3	G: 98	H: 96

Cc1cc(C)c2[nH]c(=O)c(CN(Cc3cccs3)C(=S)NCc3ccco3)cc2c1
  A: 47	B: 112	C: -26	D: -18	E: 106	F: -15	G: 89	H: 104

COc1cc2nc(NC(=O)c3ccccc3)[nH]c(=O)c2cc1OC
  A: 5	B: 105	C: 3	D: -22	E: 103	F: 5	G: 93	H: 97

Cc1csc(=O)n1CCC(=O)OCC(=O)c1ccc(Br)cc1
  A: -1	B: 148	C: -3	D: -2	E: 84	F: -3	G: 98	H: 84

O=C(Cn1nnc(-c2ccccc2)n1)N/N=C/c1cc([N+](=O)[O-])c(Cl)cc1Cl
  A: -3	B: 100	C: 0	D: -1	E: 102	F: -1	G: 103	H: 107

O=C(COC(=O)C1CCC1)NCc1ccccc1
  A: -2	B: 98	C: -2	D: 1	E: 97	F: -2	G: 89	H: 89

Nc1c(C(=O)Nc2ccccc2Cl)nnn1-c1ccc2c(c1)OCCO2
  A: -5	B: 102	C: 1	D: 4	E: 110	F: 6	G: 103	H: 107

COc1cccc(-c2noc(CCC(=O)NC3CCCC3)n2)c1
  A: .	B: 69	C: .	D: -1	E: 97	F: .	G: 94	H: 105

COc1ccc(NC(=O)COc2cccc(-n3cnnn3)c2)cc1Cl
  A: 1	B: 105	C: 0	D: 1	E: 111	F: 6	G: 107	H: 103

CC(C)CC1NC2(C(=O)N(C)c3ccccc32)C2C(=O)N(C(C)C)C(=O)C12 (stereo unspecified)
  A: -1	B: 105	C: 7	D: -6	E: 100	F: -2	G: 96	H: 101

CC(C)Oc1ccc(C(=O)NC2(C(F)(F)F)NC(=O)N(CCCc3ccccc3)C2=O)cc1 (stereo unspecified)
  A: 2	B: 93	C: -1	D: -12	E: 109	F: 6	G: 117	H: 103

CC1CCCC(NC(=O)CSc2n[nH]c(N)n2)C1C (stereo unspecified)
  A: 1	B: 94	C: -7	D: 1	E: 103	F: 2	G: 89	H: 98

O=C(O)C1C2C=CC(C2)C1C(=O)NCc1ccccc1 (stereo unspecified)
  A: 2	B: 90	C: 2	D: 2	E: 106	F: -2	G: 97	H: 100

# Compound profiles (already shown):
# CC(C)CC1NC2(C(=O)N(C)c3ccccc32)C2C(=O)N(C(C)C)C(=O)C12 (stereo unspecified) is entered as AHR act = -1; LAP4 TOR yeast = 105; procasp7 counter = 7; JMJD2C inh = -6; MEP2 TOR yeast = 100; procasp3 activ = -2; Yeast superoxide = 96; RPL19A-GFP yeast = 101
# O=C(COC(=O)c1cccc(S(=O)(=O)N2CCCCCC2)c1)Nc1ccccc1C(F)(F)F is entered as AHR act = 0; LAP4 TOR yeast = 103; procasp7 counter = -8; JMJD2C inh = 1; MEP2 TOR yeast = 95; procasp3 activ = -2; Yeast superoxide = 92; RPL19A-GFP yeast = 95
